# C2C12 statin = suppressors of statin myotoxicity in C2C12 myotubes, primary screen, cell-based, single point, plate reader; C2C12 myotubes + simvastatin, ATP luminescence, 48 h; scaled: DMSO 0, geranylgeraniol control 100; rescue of ATP level, % at 7.49 µM; 330,000 tested, 0.78% active; AID 602340, 2012;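 active = mean ATP rescue above about 67%, or every replicate alone reaching that limit, limit read from the data, passing the limit was not always enough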;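 also: myotubes were challenged with 10 µM simvastatin during compound exposure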
# ARNT-TACC3 inh = disruptors of ARNT/TACC3 protein interaction, primary screen, biochemical, AlphaScreen, single concentration. AlphaScreen His-ARNT PAS-B/GST-TACC3 binding, luminescence; TACC3 fragment carries E629A point mutation. Transforming acidic coiled-coil-containing protein 3 (Homo sapiens), Q9Y6A5. AID 623870, 2012. 390,000 tested, 0.66% active. inhibition, % at 9.99 µM;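 active = mean inhibition of replicates at least 50% and at least half of replicates each reaching 50%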;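 also: 0% = complete ARNT plus TACC3 wells and 100% = ARNT alone without TACC3; many hits fall short of the cut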
# PglD inh = C. jejuni PglD acetyltransferase inhibitors, primary screen, biochemical, DTNB colorimetric, single point; UDP-N-acetylbacillosamine N-acetyltransferase PglD (Campylobacter jejuni); purified PglD enzyme, DTNB colorimetric CoA detection; inhibition, % at 12.5 µM; 360,000 tested, 0.098% active; in the data active = inhibition above about 16%, passing the limit was not always enough; also: strong numbers were not always called active
# PAX8 inh HTS = inhibitors of PAX8-driven TPO luciferase reporter, primary screen, RMG-I cells, single concentration. SteadyGlo, 24 h. inhibition, % at 12.6 µM. 360,000 tested, 1.2% active;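 active = mean replicate inhibition at least 60% with every replicate also reaching 60%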;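 also: luciferase light reporting Pax8 driven TPO promoter activity; plate controls were median of neutral control wells for no effect and mitoxantrone controls for full effect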
# PGC1a acetyl inh = inhibitors of PGC1a acetylation signal, primary screen, cell-based, U2OS, AlphaScreen, inhibitor mode | inhibition, % at 15.6 µM | AlphaScreen anti-acetyl-lysine; with virally co-expressed GCN5 acetyltransferase | 350,000 tested, 0.17% active;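 active = every replicate shows inhibition of at least 40%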;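 also: 0% = neutral control wells and 100% = positive control wells; some results beyond the cut were filed as inactive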
# LGR2 antag = inhibitors of bursicon-induced LGR2 CRE-luciferase signal, primary screen, cell-based, HEK293, CRE-luciferase reporter, bursicon stimulation; Drosophila bursicon receptor LGR2 (rickets); bursicon-stimulated, 4 h; inhibition, % at 9.99 µM; 380,000 tested, 0.35% active; AID 720647, 2013;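 active = drop in luminescence signal, shown as inhibition above about 50% in the replicate tests, limit read from the data, passing the limit was not always enough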;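 also: agonist challenge used bursicon conditioned medium at about half maximal strength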
# Cneo AK release = Cryptococcus neoformans cell lysis inducers, primary screen, AK release luminescence, single concentration; C. neoformans lysis, adenylate kinase release luminescence, 4 h; normalised: neutral wells 0, clomiphene wells 100; lysis activity, % at 15 µM; 360,000 tested, 0.2% active; AID 651654, 2012;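 active = mean lysis activity across replicates of at least 80%, whatever share of replicates individually reach that level; inactive = mean lysis activity below 80%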
#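 Assay system: C. neoformans cells. Amount: yeast cell density of 5 × 10^6 cells/mL. Technique: AK luminescence. Buffer or medium: YPD. Times: static 4 h at 37 °C with compound, 1 h detection. Dosing: single-point compound dose. Read-out: lysis from increased AK signal.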
# INS-1E GSIS act = GLuc luminescence reporter in INS-1E cells, primary screen for activators of glucose-dependent secretion of insulin; INS-1E GLuc reporter insulin secretion, 2-3 h; AID 743287, 2014; 370,000 tested, 0.61% active; activation, % at 16.6 µM;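 active = lowest replicate activation of at least 40%, so every replicate reaches that level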;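 also: 0% = median of neutral control wells and 100% = median of IBMX positive control wells; some compounds called inactive have numbers as strong as hits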
# Active calls of the source: *; nt = no result given.
SMILES,C2C12 statin,ARNT-TACC3 inh,PglD inh,PAX8 inh HTS,PGC1a acetyl inh,LGR2 antag,Cneo AK release,INS-1E GSIS act
C[C@@H]1CN([C@@H](C)CO)C(=O)c2cccc(NC(=O)Nc3ccc(C(F)(F)F)cc3)c2O[C@@H]1CN(C)S(=O)(=O)c1ccc(F)cc1,44,19,1,11,18,8,28,1
COc1ccccc1S(=O)(=O)N[C@@H]1CC[C@@H](CCNC(=O)C2CCCC2)O[C@H]1CO,0,-3,-1,-15,5,-19,-3,6
CCSc1nnc(N2C(=O)C(O)=C(C(=O)c3ccco3)C2c2cccc(OC)c2)s1 (stereo not given),-6,1,-4,-170,-9,-16,2,15
Cc1ccccc1COc1cccc(/C=N/NC(=O)c2nnn(-c3nonc3N)c2C)c1,-26,-6,-3,-10,5,2,5,8
CCNC(=O)C1(C)CCCN(Cc2ccc(Oc3ccccc3)cc2)C1 (stereo not given),14,nt,-1,-1,-2,-1,0,-1
Cc1cc(C(=O)CN2C(=O)c3cccc(N)c3C2=O)c(C)n1Cc1cccs1,nt,-5,-3,nt,-2,nt,-3,nt
CN1C(=O)c2cc(NS(=O)(=O)c3ccc(Cl)cc3)ccc2OC[C@@H]2O[C@H](CC(=O)O)CC[C@@H]21,5,-8,2,-3,-2,-4,-3,-2
O=c1[nH]c(CN2CCN(S(=O)(=O)c3ccccc3C(F)(F)F)CC2)nc2sc3c(c12)CCCC3,nt,3,nt,4,nt,3,nt,-26
Cn1cc(S(=O)(=O)N2CCOCC2)cc1C(=O)NCc1ccc(Cl)cc1,-5,-5,0,-3,7,7,-2,-1
Cc1ccc(-c2ccc3c(c2)O[C@H](CN(C)Cc2cccc(C(=O)O)c2)[C@H](C)CN([C@@H](C)CO)S3(=O)=O)cc1,26,8,3,nt,-5,7,0,9
COCCN(C(=O)COC(=O)/C(=C/c1ccccc1)NC(C)=O)c1c(N)n(Cc2ccccc2)c(=O)[nH]c1=O,12,20,2,nt,16,-1,1,nt
O=C(c1cc(-c2ccc(F)cc2)on1)N1CCCCCC1,53,-4,5,-205,4,-43,-1,11
CO[C@H]1CN(C)C(=O)c2cc(NC(C)=O)ccc2OC[C@H](C)N(Cc2ccccc2F)C[C@@H]1C,-9,0,4,nt,-3,-7,5,-21
N#CC1(NC(=O)COC(=O)C2=COCCO2)CCCCC1,-3,8,2,-5,12,-4,1,-3
C[C@H](CO)N1C[C@H](C)[C@H](CN(C)Cc2ccc(C(=O)Nc3ccccc3N)cc2)OCc2cn(nn2)CCCC1=O,25,4,0,nt,10,-13,8,-3
COc1ccccc1C(=O)NNc1ncc(C)s1,-4,0,-7,-6,-4,-7,12,-6
C[C@@H]1CN([C@@H](C)CO)C(=O)Cc2cc(NS(C)(=O)=O)ccc2O[C@@H]1CN(C)Cc1ccccc1,10,0,4,-2,-14,-31,-4,14
O=C(CN1CCCC1)Nc1cc(C(F)(F)F)ccc1Cl,nt,-19,nt,-6,-15,3,nt,-2
N=c1sccn1CC(=O)Nc1cc(Cl)ccc1[N+](=O)[O-],nt,-14,nt,7,-7,22,nt,8
N#CCCn1nc(-c2ccccc2)c2ccccc2c1=O,8,8,-7,22,-6,21,1,20
CCN(CC)c1ccc(NC(=O)CN2CCN(c3ccc(F)cc3)CC2)cc1,13,4,-10,1,-6,nt,-1,nt
CCOc1ccc(NC(=O)c2cccc(OC(=S)N3CCC(C)CC3)c2)cc1,nt,-8,-2,nt,-12,nt,-2,-9
CCCCn1c(N)c(N(CCC(C)C)C(=O)C2CC(=O)N(c3ccccc3OCC)C2)c(=O)[nH]c1=O (stereo not given),11,-4,-2,4,nt,6,1,11
CC(C)S(=O)(=O)c1cnc(-c2cccnc2)nc1N,-7,-4,nt,-10,nt,-2,nt,-1
C[C@@H]1CN([C@H](C)CO)C(=O)c2cc(NC(=O)c3ccncc3)ccc2O[C@H]1CN(C)S(=O)(=O)c1cccs1,20,-5,2,nt,-2,1,1,11

# Remaining list, next part.
SMILES,C2C12 statin,ARNT-TACC3 inh,PglD inh,PAX8 inh HTS,PGC1a acetyl inh,LGR2 antag,Cneo AK release,INS-1E GSIS act
CN(C)CCCNS(=O)(=O)c1ccc(Cl)s1,0,-16,-8,-7,-1,-1,0,7
O=C(C[C@H]1CC[C@H]2[C@@H](COC[C@@H](O)CN2CCC(F)(F)F)O1)NCc1ccc(Oc2ccccc2)cc1,24,-1,7,55,-4,-16,-1,-19
CCS(=O)(=O)N1CCN(Cc2ccccc2OC)CC1,16,-6,-1,nt,-5,-3,1,29
O=C(Cc1ccccc1)Nc1ccc(N2CCCC2)cc1,-19,-1,4,nt,-1,nt,0,nt
Cc1ccc(-n2nc3c(c2NC(=O)c2cc4ccccc4o2)CS(=O)(=O)C3)cc1,0,41,1,11,4,11,-1,2
C#Cc1ccc([C@H]2C=C(C(=O)N3CCN(Cc4ccccc4)CC3)O[C@@H](OCc3ccc(CO)cc3)C2)cc1,-10,4,-3,2,-4,nt,1,nt
CN1CCC(N(C)C(=O)COc2ccccc2Cl)CC1,-3,0,-3,0,2,3,-1,8
COCCOC(=O)C1=C(C)N=C2SCCC(=O)N2C1c1cccs1 (stereo not given),nt,-7,nt,5,-3,25,nt,-8
CC(c1nnc(SCC(=O)c2c(N)n(C)c(=O)n(C)c2=O)n1-c1ccc(Cl)cc1)N(C)C (stereo not given),1,-8,6,nt,-1,14,-2,27
CC(=O)Nc1ccc(NC(=O)c2csc([C@@H]3O[C@H](CO)[C@H](O)[C@H](O)[C@H]3O)n2)cc1,0,nt,-2,1,-1,3,0,3
O=C(Nc1nc2ccccc2s1)c1cccc(N2C(=O)CCC2=O)c1,0,-2,-2,-82,nt,-51,-3,14
O=C(Cc1cccs1)NCCS(=O)(=O)N1CCN(c2ccccc2F)CC1,nt,-4,nt,33,nt,25,nt,17
CC(=O)c1ccc(NC(=O)CSC(=S)N2CCCC2)cc1,-5,-1,nt,-62,-4,-42,nt,6
O=C(NCc1ccccc1)c1cc(-c2cccs2)on1,23,-14,0,nt,-6,-74,-3,-4
COC(=O)C(NC(=O)c1ccccc1)C(C)(C)SCc1ccccc1 (stereo not given),-14,nt,-4,-12,nt,7,15,-24
C[C@@H]1CN([C@H](C)CO)C(=O)c2cccc(NC(=O)C3CC3)c2O[C@H]1CN(C)S(=O)(=O)c1ccc(Cl)cc1,-5,-13,1,nt,-1,11,7,3
COc1ccc(C(=O)Nc2cc(Cl)ccc2N2CCOCC2)cc1S(=O)(=O)N1CCOCC1,-6,3,4,0,nt,2,0,7
C[C@@H]1CC[C@H](O)/C=C/C(=O)O[C@H](C)CC[C@H](O)/C=C/C(=O)O1,7,-15,-1,nt,-7,35,-1,-34
CCn1ncc(CNC(=O)CCSc2nc(-c3ccco3)cc(C(F)(F)F)n2)c1C,2,-2,-5,nt,nt,14,0,6
COc1ccccc1-c1ccccc1[C@H]1[C@@H](CO)N(C(=O)C2CCC2)[C@H]1C#N,nt,nt,nt,14,-11,-4,nt,-11
CCCN1C[C@H](CSC)C[C@@H]2c3cccc4[nH]cc(c34)C[C@H]21,-1,2,2,-1,-1,1,1,4
CCCNC(=O)CCC(NS(=O)(=O)c1ccc(C)cc1)C(=O)NCCC (stereo not given),15,1,2,nt,6,2,-1,-4
O=C(C[C@H]1CC[C@@H]2[C@H](COC[C@H](O)CN2Cc2cccc(-c3ccncc3)c2)O1)N1CCCCC1,11,-7,7,12,-10,-1,-2,-2
Cc1ccccc1NC(=O)c1ccc(NC(=O)C2CC(=O)OC23CCCCC3)cc1 (stereo not given),nt,27,nt,0,nt,1,nt,-9
O=C(CSCc1ccc([N+](=O)[O-])cc1)NC1CC2CCC1C2 (stereo not given),nt,1,2,5,-9,11,-2,-6

# Part of the list above in order of molar mass, ascending:
SMILES,C2C12 statin,ARNT-TACC3 inh,PglD inh,PAX8 inh HTS,PGC1a acetyl inh,LGR2 antag,Cneo AK release,INS-1E GSIS act
CCS(=O)(=O)N1CCN(Cc2ccccc2OC)CC1,16,-6,-1,nt,-5,-3,1,29
COC(=O)C(NC(=O)c1ccccc1)C(C)(C)SCc1ccccc1 (stereo not given),-14,nt,-4,-12,nt,7,15,-24
C#Cc1ccc([C@H]2C=C(C(=O)N3CCN(Cc4ccccc4)CC3)O[C@@H](OCc3ccc(CO)cc3)C2)cc1,-10,4,-3,2,-4,nt,1,nt

# Other compounds:
SMILES,C2C12 statin,ARNT-TACC3 inh,PglD inh,PAX8 inh HTS,PGC1a acetyl inh,LGR2 antag,Cneo AK release,INS-1E GSIS act
CC1=NN(C(=O)COc2ccc(C)c(C)c2)C(O)(c2ccc(Cl)cc2)C1 (stereo not given),nt,-2,nt,1,nt,2,nt,-27
O=C(CCC(=O)c1ccc(Oc2ccccc2)cc1)Nc1ccc(C(=O)O)cc1,-3,0,-23,-14,2,2,0,28
O=P(c1ccccc1)(c1ccccc1)C(c1ccco1)N1CCOCC1 (stereo not given),-7,24,-1,23,-4,nt,-1,nt
CNS(=O)(=O)c1ccc(CNC[C@H]2O[C@@H](n3cc(C)c(=O)[nH]c3=O)C[C@@H]2O)cc1,3,nt,3,-12,-9,-14,0,5
O=C1c2c(O)cc(O)cc2O[C@H](c2ccc(O)c(O)c2)[C@H]1O,-1,0,6,-5,3,8,1,nt
CC(C)CCc1noc(CN2CCC(CCN3CCCC3=O)CC2)n1,nt,-4,0,-28,-4,nt,0,nt
CCc1cc(=O)[nH]c(-n2[nH]c(-c3ccccc3)cc2=O)n1,0,-1,nt,-12,-4,3,nt,2
CNC[C@H]1OCCCC[C@@H](C)Oc2ccc(NC(=O)Nc3c(C)noc3C)cc2C(=O)N([C@@H](C)CO)C[C@H]1C,3,3,2,1,24,-8,-8,15
Cc1cc(C)c(S(=O)(=O)N2CCN(C(=O)c3cc4ccccc4o3)CC2)c(C)c1,1,0,0,-2,12,8,nt,-10
CCCCn1c(SCC(=O)Nc2nnc(C(C)C)s2)nc2c1c(=O)n(C)c(=O)n2C,-13,-5,-2,nt,-2,-6,0,-20
CCOC(=O)Cc1csc(NC(=O)c2sc3nc4c(C)cc(C)cc4cc3c2N)n1,11,3,2,nt,3,nt,-1,nt
CC1C(=O)C(C)C(c2ccc([N+](=O)[O-])cc2)NC1c1ccc([N+](=O)[O-])cc1 (stereo not given),nt,6,nt,18,nt,20,nt,-3
Cc1ccc(-n2c(SCn3nnc4ccccc4c3=O)nnc2-c2cccnc2)c(C)c1,14,2,-2,nt,10,1,-3,-5
Cc1noc(C)c1S(=O)(=O)N(C)C[C@H]1Oc2c(NS(C)(=O)=O)cccc2C(=O)N([C@@H](C)CO)C[C@H]1C,nt,-4,-1,nt,1,-7,3,19
COc1ccc(OC)c2sc(NC(=O)c3ccc(S(=O)(=O)N(C)C)cc3)nc12,15,-7,-7,11,-1,13,2,nt
O=C(NCCN1CCCCC1)c1ccco1,nt,14,5,nt,1,nt,2,nt
CN(C)c1ccc(-c2ccnc3c2CC(C)(C(=O)NCC2CCOCC2)O3)cc1 (stereo not given),0,nt,4,20,nt,9,-1,7
Cc1ccc(C)c(S(=O)(=O)N2CCN(C(=O)c3cnccn3)CC2)c1,20,2,3,nt,-2,nt,1,nt
CC(=O)N1CC2(C1)[C@H](c1ccccc1)[C@H](CO)N2Cc1ccccc1,nt,nt,nt,1,4,-8,nt,-2
COc1ccc(C(=O)NCCSc2ccccc2)cc1OC,nt,-8,nt,-76,nt,-97,nt,6
O=C(CSc1nnc(CNc2ccccc2)o1)c1ccc2c(c1)OCCO2,15,-8,0,nt,5,-23,-1,-12

# Bioassay records as filed in PubChem.
